Compound activity deposited in PubChem by National Center for Advancing Translational Sciences (NCATS).
GPT2 inh – blocks human glutamate pyruvate transaminase 2 | Recombinant GPT2, coupled pyruvate oxidase/HRP Amplex Red fluorescence | Potency, µM (doses to about 57.7 µM), for the others: at the top dose activity change, negative = inhibition, actives largely listed as inhibitors | 100,000 compounds, 0.25% hits | AID 1671188; also: potency is read from the fitted curve at half-maximal effect; nearly all actives have a fitted effect of over 60% in size; many of its hits are not listed in these tables
Target sequence (Q8TD30 whole entry, looked up): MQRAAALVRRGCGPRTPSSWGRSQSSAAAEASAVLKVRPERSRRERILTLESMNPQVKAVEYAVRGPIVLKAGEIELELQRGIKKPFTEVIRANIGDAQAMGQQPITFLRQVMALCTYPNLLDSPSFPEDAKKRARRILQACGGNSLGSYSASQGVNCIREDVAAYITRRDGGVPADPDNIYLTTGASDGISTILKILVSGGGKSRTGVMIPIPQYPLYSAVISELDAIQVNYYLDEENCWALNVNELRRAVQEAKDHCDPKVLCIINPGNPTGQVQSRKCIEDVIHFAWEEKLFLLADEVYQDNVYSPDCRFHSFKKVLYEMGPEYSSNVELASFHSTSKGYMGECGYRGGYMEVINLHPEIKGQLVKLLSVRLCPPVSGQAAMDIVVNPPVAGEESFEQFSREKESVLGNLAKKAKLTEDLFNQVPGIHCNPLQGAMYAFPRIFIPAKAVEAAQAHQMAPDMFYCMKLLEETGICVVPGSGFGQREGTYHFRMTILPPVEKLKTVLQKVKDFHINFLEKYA
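Recombinant GPT2 (10ng/uL) with 250uM a-KG and 2mM L-alanine, 30 min at room temperature, in HEPES pH 7.5 buffer. Pyruvate detected by pyruvate oxidase/HRP/Amplex Red fluorescence after 30 min in the dark; AOA (50uM) as positive control.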
NIH3T3 tox – NIH 3T3 cell cytotoxicity | Potency, µM (top dose mostly 96.7 µM), for inactives: at the highest dose activity change, negative = cytotoxicity, hits mostly inhibitors | 94,000 compounds, 4.3% hits | NIH 3T3 viability, CellTiter-Glo ATP luminescence, 48-72 h; also: potency is read from the fitted curve at half-maximal effect; nearly all actives have a fitted effect of over 55% in size
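Viability of NIH 3T3 cells after 48 or 72 hr compound treatment at 37 °C was assessed by CellTiter-Glo, with luminescence imaged following a 10 min room-temperature step.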
Luciferase inh – inhibitors of firefly (Photinus pyralis) luciferase; purified P. pyralis luciferase, luminescence, biochemical; Potency, µM (doses to about 115 µM), inactives show at the top dose activity change, negative = inhibition, usual class: inhibitors; 76,000 compounds, 2.5% hits; AID 1347043; also: potency is read from the fitted curve at half-maximal effect; nearly all actives have a fitted effect of over 65% in size
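Luminescence read by CCD imager after adding enzyme (10nM final) to wells holding compound, titrated in qHTS. Substrates 10uM each D-luciferin and ATP; buffer 50mM Tris acetate pH 7.5, 10mM Mg acetate, Tween-20, BSA.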
IP6K1 inh – inhibitors of human IP6K1. 140,000 compounds, 0.81% hits. Q92551. activity change, % (series mostly up to about 58 µM). IP6K1 kinase, ADP-Glo luminescence, 2 h; stronger effect = lower value; in the data active = activity change below about -25%
Target sequence (Q92551 whole entry, looked up): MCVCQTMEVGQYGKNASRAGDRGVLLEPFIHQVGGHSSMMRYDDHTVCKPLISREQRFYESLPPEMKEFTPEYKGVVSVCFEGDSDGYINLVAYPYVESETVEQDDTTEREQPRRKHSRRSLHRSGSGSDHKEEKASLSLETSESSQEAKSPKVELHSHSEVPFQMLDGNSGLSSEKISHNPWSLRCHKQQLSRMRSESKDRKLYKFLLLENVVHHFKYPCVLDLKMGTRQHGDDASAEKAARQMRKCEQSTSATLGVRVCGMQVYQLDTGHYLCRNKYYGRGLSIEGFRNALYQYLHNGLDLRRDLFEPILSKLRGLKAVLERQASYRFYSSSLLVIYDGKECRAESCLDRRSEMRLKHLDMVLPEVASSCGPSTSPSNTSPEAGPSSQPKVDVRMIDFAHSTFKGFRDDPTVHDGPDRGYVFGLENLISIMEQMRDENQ
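ADP-Glo luminescence measures ADP made by human IP6K1 during a 2 h RT reaction with ATP/IP6 (mix at 1.3 mM/130 uM); top library doses 57.5 and 19.1 uM final.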
HEK cytotox – cytotoxic compounds in HEK 293 cells; HEK 293 viability, ATP luminescence (CellTiter-Glo), 48-72 h; Potency, µM (top dose mostly 115 µM), for the others: at the highest dose activity change, negative = cytotoxicity, actives largely listed as inhibitors; 94,000 compounds, 6.6% hits; also: potency is read from the fitted curve at half-maximal effect; nearly all actives have a fitted effect of over 60% in size
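Luminescence from cellular ATP, measured with CellTiter-Glo, indicates HEK 293 viability. Cells plated at 250 cells/well are treated with compound for 48 or 72 hr at 37 degree Celsius before reagent addition.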
SNCA expr inh – reduces expression of the alpha-synuclein gene | Potency, µM (highest dose often 57.2 µM), without a hit: at the top dose activity change, negative = inhibition, usual class: inhibitors | HEK-293 SNCA-luciferase knock-in, luminescence, 24 h | 140,000 compounds, 0.17% hits;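 also: potency is read from the fitted curve at half-maximal effect; plate controls were DMSO cells for no effect and cell-free wells for full effect; nearly all actives have a fitted effect of over 45% in size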
SNCA viab count – counter-screen for SNCA expression inhibitors: cell viability; HEK-293-SNCA-luc viability, GF-AFC fluorescence, 24 h; Potency, µM (series often up to 57.1 µM), for inactives: at the top dose activity change, negative = cytotoxicity, usual class: cytotoxic; 150,000 compounds, 0.12% hits; AID 1671193;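 also: potency is read from the fitted curve at half-maximal effect; 0% = DMSO-treated cells and -100% = medium-only wells without cells; nearly all actives have a fitted effect of over 30% in size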
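Cytotoxicity counterscreen: after 24 h compound treatment of genome-edited SNCA-luciferase HEK-293 cells, live-cell protease substrate GF-AFC read by fluorescence after 30 min; activity scaled between DMSO (0%) and medium-only (-100%), curves Hill-fitted.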
Starred values were filed as active, the others as inactive; i = inactive; ? = inconclusive; · = not tested or not shown; [ ] = remark or other dose. Unless noted, calls follow the shape of the dose curve; as a rule, active = well fitted curve in the direction sought with a large enough effect; inconclusive = small, poorly fitted or top-dose-only effect, or another doubt; inactive = no such curve, though single readings can be large; an effect the other way counts as inactive or inconclusive. Unless noted, % is scaled to controls: 0 for no effect and ±100 for the full control effect.

canonical_smiles	GPT2 inh	NIH3T3 tox	Luciferase inh	IP6K1 inh	HEK cytotox	SNCA expr inh	SNCA viab count
CCOc1ccccc1CNCCCSc1nnnn1C	·	·	·	18	·	-9%	-7%
CCN1CCSc2ccc(C(=O)NC(C)c3ccccc3)cc21 (centres undefined)	·	·	·	-6	·	-11%	-7%
CCC(NC(=O)c1coc(COc2ccc(F)cc2)n1)c1ccncc1 (centres undefined)	i	?	-5%	12	?	-29%	-3%
Cc1nc2sccn2c(=O)c1S(=O)(=O)Nc1ccc(N2CCN(C(=O)C(C)C)CC2)cc1	·	·	·	-1	·	-3%	-7%
COC(=O)c1ccc2nc(C[C@@H]3C[C@@H](C(C)C)[C@H](CNC4CCN(C)CC4)C=C3C)[nH]c2c1	i	25µM*	-8%	-6	22µM*	69%[activator]	-5%
CC(C)c1ccc(NC(=O)C2Cc3ccccc3N2C(=O)c2ccccc2)cc1 (centres undefined)	·	·	·	14	·	0%	5%
CC(C)C[C@@H](C=O)NC(=O)[C@H](CC(C)C)NC(=O)[C@H](CC(C)C)NC(=O)OCc1ccccc1	3%	·	·	·	·	0.61µM*	?
CCCCN(CC)CCCNC(=O)c1c(C)oc2ncnc(N3CCOCC3)c12	·	·	·	-8	·	12%	-4%
O=C(NCc1ccccc1-n1cncn1)C1CC(=O)N(Cc2ccccn2)C1 (centres undefined)	?	-5%	13%	-1	-8%	-7%	8%
O=C(NCCNC(=O)c1ccccc1Cl)c1cccc(-c2ccsc2)c1	-3%	-17%	·	-5	?	5%	12%[12.5 µM]
CC1(COc2ccccc2)COc2ccc(C(=O)NCc3ccccc3)cc2N1 (centres undefined)	-1%[88.5 µM]	50µM*	0%[172 µM]	19	63µM*	?	?
O=C(NCCCn1ccnc1)c1nc(-c2ccccc2)cc2[nH]ccc12	2%[88.5 µM]	?	11%[172 µM]	28	?	6%[87.6 µM]	-22%[87.6 µM]
COc1cccc([S+](=O)([O-])N2CCC3(C2)OC(=O)Nc2ccccc23)c1 (centres undefined)	i	?	-5%	0	?	10%	-2%
Cc1cnc(CCNC(=O)c2cn(C)cn2)n1CC1CC1	i	-10%	-7%	-9	-7%	-23%	7%
COc1ccc(CNC(=O)N2CCOc3ccc(N(C)C)cc3C2)cc1	1.8µM*	-30%	·	0	?	13%	-14%

New compounds follow
canonical_smiles	GPT2 inh	NIH3T3 tox	Luciferase inh	IP6K1 inh	HEK cytotox	SNCA expr inh	SNCA viab count
CCOC(=O)c1noc2ncn(CC(=O)Nc3ccc(OC)c(Cl)c3)c(=O)c12	·	·	·	12	·	-4%	-3%
O=C(C1CCCN1C(=O)c1ccc(C(F)(F)F)cc1)N1CCC(N2Cc3ccccc3C2=O)CC1 (centres undefined)	i	?	·	3	?	-18%	-22%
O=C(CC(c1cccs1)N1Cc2ccccc2C1=O)Nc1cccc(F)c1 (centres undefined)	·	·	·	-17	·	-14%	0%
O=C(NCCN1CCOCC1)C1CC(=O)N(c2n[nH]c3ccccc23)C1 (centres undefined)	?	i	-7%	16	5%	-24%	7%
O=C(Cc1ccc(F)cc1)NCc1nnc2cc(-c3nc(C4CC4)no3)ccn12	1%	-25%	7%	4	?	7%	-2%
CCn1nccc1C(=O)NCc1cc(C)cc2c(C)c(-c3ccccc3)[nH]c12	-20%[11.5 µM]	40µM*	16µM*	18	28µM*	-9%	?
Cc1ccc(CNC(=O)c2cc(-c3ccc(C)cc3)nc3n[nH]c(-c4ccc(F)cc4)c23)cc1	·	·	·	19	·	-1%	-11%
CC(C)NC(=O)N(C1CC1)C1CCOC2(CCN(C(=O)c3cc4ccccc4[nH]3)CC2)C1 (centres undefined)	i	?	?	6	?	38%[activator]	-1%
CCn1cc(S(=O)(=O)N2C[C@@H](Oc3ccccc3)C[C@H]2C(=O)N2CCCC2)cn1	i	-6%	8%	0	-1%	?	0%
O=C([C@@H]1C[C@H](F)CN1S(=O)(=O)c1cc(F)ccc1F)N1CCCCC1	i	-16%	2%	8	-10%	4%	0%
CCC(C)NC(=O)N1CC(c2nc(CCOCC3CC3)no2)C1 (centres undefined)	i	-3%	4%	27	-24%	3%	0%
COc1ccc(-c2cccc(C(=O)N3CCN(C(=O)NC4CCCC4)CC3)c2)nn1	·	-8%	·	6	4%	·	·
C[C@H]1[C@@H]2[C@@H](O)C([C@H](C)C(=O)NCc3ccc(F)cc3)CC[C@@]2(C)CC[C@@H]1NC(=O)c1cnccn1 (some centres undefined)	i	-22%	-3%	1	-29%	-15%	0%
CO[C@H]1C(=O)N(C2CCN(S(=O)(=O)c3ccc4c(c3)CCC4)CC2)[C@H]1c1ccncc1	i	-12%	-2%	22	i	-16%	7%
COc1ccccc1NC(=O)N1CC[C@H](c2nnc(-c3ccc(C)cc3)o2)C1	-10%[88.5 µM]	-20%[174 µM]	?	-5	?	5%[87.6 µM]	-30%[87.6 µM]

Some of these compounds in order of number of heavy atoms, lowest first.
canonical_smiles	GPT2 inh	NIH3T3 tox	Luciferase inh	IP6K1 inh	HEK cytotox	SNCA expr inh	SNCA viab count
CCC(C)NC(=O)N1CC(c2nc(CCOCC3CC3)no2)C1 (centres undefined)	i	-3%	4%	27	-24%	3%	0%
COc1ccc(CNC(=O)N2CCOc3ccc(N(C)C)cc3C2)cc1	1.8µM*	-30%	·	0	?	13%	-14%
O=C(NCc1ccccc1-n1cncn1)C1CC(=O)N(Cc2ccccn2)C1 (centres undefined)	?	-5%	13%	-1	-8%	-7%	8%
CC1(COc2ccccc2)COc2ccc(C(=O)NCc3ccccc3)cc2N1 (centres undefined)	-1%[88.5 µM]	50µM*	0%[172 µM]	19	63µM*	?	?
Cc1nc2sccn2c(=O)c1S(=O)(=O)Nc1ccc(N2CCN(C(=O)C(C)C)CC2)cc1	·	·	·	-1	·	-3%	-7%

Continued:
canonical_smiles	GPT2 inh	NIH3T3 tox	Luciferase inh	IP6K1 inh	HEK cytotox	SNCA expr inh	SNCA viab count
COc1ccccc1Nc1ccnc(N2CCCC(C(=O)NCCc3ccc(F)cc3)C2)n1 (centres undefined)	i	?	·	-12	?	-20%	-13%[12.5 µM]
CSc1cccc(CN(C)C(=O)c2ccc(CCC(C)(C)O)cc2)c1	2%	-26%	0%	8	?	-11%	-26%
O=C(COc1ccc(F)cc1)N1CCC(CCOc2ccccc2F)C1 (centres undefined)	-5%	?	2%	23	?	12%	5%
O=C(NCC1CCN(c2cc(-c3ccc(F)cc3)[nH]n2)CC1)c1n[nH]c2c1CCCC2	?	35µM*	?	-5	40µM*	-23%	-14%
O=C(N[C@@H]1C[C@H](Cn2cc(CN3CCS(=O)(=O)CC3)nn2)[C@@H](O)[C@H]1O)C1CCCC1	?	-6%	-4%	-4	-1%	17%	2%
COc1cc(CN(C(=O)C2CCC2)[C@H]2CCCCNC2=O)ccc1OCCc1scnc1C	i	-22%	7%	12	?	-13%	-8%
Cc1ccc(OC(=O)c2cc(-c3ccccc3)nc3ccc(C)cc23)cc1	·	·	·	-6	·	1%	0%
Cc1ccccc1CC(=O)N1CCC2(CCC(=O)N(Cc3ccccc3)C2)CC1	i[11.5 µM]	?	14%	2	-9%	2%	-7%
Cc1noc(C)c1-c1cc(-c2ccc(CN(C)C)cc2)cn2cncc12	-10%[88.5 µM]	28µM*	3%[172 µM]	-11	?	44%[activator][87.6 µM]	-5%[87.6 µM]
O=c1[nH]c(N2CCc3ccccc3C2)nc2c1CCN(Cc1ccncc1)CC2	2%	-12%	3%	0	-16%	11%	-4%
COc1ccccc1CN1CCC2(CC1)OC(=O)N(Cc1csc(C)n1)C2(C)c1ccccc1 (centres undefined)	2%	-13%	-11%	-5	?	-7%	-1%
Cc1cc(Cl)ccc1S(=O)(=O)N1CCC(n2cnnc2C)CC1	-8%	-16%	11%	2	-5%	0%	4%
COC[C@@H]1CNC[C@H]1c1ccccn1	i	-6%	-5%	30	?	-8%	2%
COc1ccccc1CNC(=O)c1cc2c(s1)-c1ccccc1OC2	·	·	·	13	·	132%[activator]	5%
COc1ccc(CNC(=O)CCCn2nc(C)c3sc4ccccc4c3c2=O)cc1OC	·	·	·	9	·	21%	7%

(next part)
canonical_smiles	GPT2 inh	NIH3T3 tox	Luciferase inh	IP6K1 inh	HEK cytotox	SNCA expr inh	SNCA viab count
Cc1cc(-c2ccc(C)c(S(=O)(=O)NCc3cccc(Br)c3)c2)on1	·	·	·	20	·	-25%	-6%
COCCNC(=O)Cc1ccc(N(Cc2ccc(F)cc2)C(=O)c2ccco2)cc1	i	-22%	-9%	-1	-31%	-7%	2%
Cc1cccc(N(CC(=O)NCCSCc2ccccc2)S(=O)(=O)c2ccccc2)c1C	·	·	·	8	·	-23%	-17%
Cc1c(Cl)cccc1NC(=O)N1CC(C(=O)N(C)C)C2(CCOCC2)C1 (centres undefined)	i	-10%	-6%	24	-7%	-15%	-6%
Cn1cc(C(F)(F)F)nc1-c1ccc(OCC(O)CNCCOc2ccc(O)c(C(N)=O)c2)cc1 (centres undefined)	1%	·	·	·	·	0%	-8%
CCN(CC)c1ccc(NC(=O)CN2CCN(c3ccccc3F)CC2)cc1	·	·	·	18	·	7%	8%
CC(=O)N1CCCc2ccc(NS(=O)(=O)c3cccc(Cl)c3)cc21	·	·	·	-1	·	?	9%
COc1ccccc1N1CCN(C2CCCN(C(=O)c3ccc4nc(C)[nH]c4c3)C2)CC1 (centres undefined)	i	-11%	0%	8	-17%	?	4%
Cc1ccc(C(=O)N2CC(C(=O)NC3CCCCC3)C3(CCOCC3)C2)cc1F (centres undefined)	i	i	3%	-8	3%	-27%	-2%
CCN(CC)C(=O)N1CCC(Oc2ccc(-c3noc(COC)n3)cc2)C1 (centres undefined)	i	-21%	-8%	5	?	17%	?
CCc1nc(C)sc1CNC(=O)[C@H]1CNC[C@H](C(=O)N2CCCC2)C1	2%	4%	5%	-8	i	2%	-8%
Cc1cccc(CN2CCc3ncc(C(=O)NCc4ccccc4)n3CC2)n1	-11%[88.5 µM]	89µM*	5%[172 µM]	-7	100µM*	4%[87.6 µM]	8%[87.6 µM]
COC[C@@H]1CN(C(=O)COc2ccc(Cl)cc2C)C[C@H]1C(N)=O	-2%	-12%	2%	2	-16%	-1%	9%
